# Compound activity: PubChem, several laboratories
# SKN-1 block – suppressors of acrylamide-induced Pgst-4::GFP reporter in worms, primary screen, SKN-1 inhibitor project, whole organism, uHTS, GFP/RFP fluorescence ratio, strain VP596. inhibition, % at 21.8 µM. C. elegans VP596 Pgst-4::GFP/RFP ratio, 24 h. 360,000 compounds, 0.49% hits. AID 624304, 2012;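 active = interference check ratio from 0.5 to 1.5 plus GFP to RFP signal ratio inhibition reaching or exceeding a fixed threshold, cut at about 30% in these data, passing the limit was not always enough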; note: some compounds called inactive have numbers as strong as hits
# E coli Lon inh – inhibitors of E. coli Lon protease, primary screen, biochemical, fluorescence polarization. AID 602123, 2011. inhibition, % at 7.94 µM. purified E. coli Lon protease. 360,000 compounds, 0.42% hits; in the data active = inhibition above about 13%, passing the limit was not always enough;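 note: 0% = enzyme with probe and DMSO and 100% = no enzyme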
# NRP1-CendR mod – modulators of CendR peptide binding to NRP-1, primary screen, biochemical, fluorescence polarization, uHTS. AID 602438, 2012. inhibition, % at 25 µM. FAM-RPARPAR peptide binding to NRP-1. 360,000 compounds, 0.85% hits;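 active = inhibition or corrected inhibition above about 18%, plus a signal ratio from 0.5 to 1.5, limit read from the data, passing the limit was not always enough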; note: strong numbers were not always called active
# MT1-MMP act inh – blockers of MT1-MMP proenzyme processing, primary screen, HT1080 RFP-PRO-GFP cells, GFP/RFP fluorescence; Matrix metalloproteinase-14 (Homo sapiens), P50281; GFP/RFP ratio fluorescence, overnight; percent of plate control window, DMSO zero; GFP/RFP ratio change, % at 20 µM; 360,000 compounds, 0.061% hits;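 active = GFP/RFP ratio change of at least 30% with cell ATP level not reduced by more than half and red fluorescence within 50% of control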; note: strong numbers were not always called active
#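 Material: RFP-PRO-GFP reporter HT1080 cells. Dosing: single-point 20 µM compound, 1% DMSO. Controls: DMSO and RFP-L50D-GFP cell wells. Timing: cells overnight before dosing, compound overnight, 37 °C, 5% CO2. Measure: GFP/RFP fluorescence ratio.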
# Tb MetRS inh – T. brucei MetRS inhibitors, primary screen, biochemical, luminescence; purified T. brucei MetRS, ATP depletion, Kinase-Glo luminescence; methionyl-tRNA synthetase (Trypanosoma brucei brucei); inhibition, % at 11.9 µM; 360,000 compounds, 0.4% hits;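 active = inhibition above a per-plate cutoff of the control wells' mean inhibition plus 3 SD, cut at about 5.5% in these data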;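 note: 0% = DMSO wells median and 100% = median of wells with control inhibitor compound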
#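 Measured by: Kinase-Glo luciferase luminescence reporting remaining unconsumed ATP. Material: purified T. brucei MetRS enzyme. Doses: 11.9 µM compound single dose, 0.9% DMSO. Medium: HEPES buffer containing pyrophosphatase, BSA, spermine, DTT. Times: 15 min preincubation, 2 h reaction, all 25 °C. Reagent: methionine, ATP and bulk E. coli tRNA.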
# PABP1 MLLE inh – inhibitors of PABP1 MLLE–PAM2 peptide binding, primary screen, biochemical, fluorescence polarization, FITC-PAM2, GST-MLLE; Polyadenylate-binding protein 1 (Homo sapiens), P11940; inhibition, % at 20 µM; 360,000 compounds, 0.36% hits; AID 588489, 2011; in the data active = inhibition above about 35%, passing the limit was not always enough;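 note: plate controls were DMSO wells with GST-MLLE for no effect and wells lacking GST-MLLE protein for full effect; some results filed as inactive read as strong as hits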
# bovine MsrA act – bovine MsrA enzyme activators, primary screen, biochemical, absorbance, HTS; Methionine sulfoxide reductase A (Bos taurus); purified bovine MsrA, absorbance read-out; activation, % at 10.6 µM; 360,000 compounds, 0.3% hits; AID 602163, 2012; in the data active = activation above about 7.5%;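 note: 0% = vehicle and 100% = reference activator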
# MsrA inhibitor – bovine MsrA enzyme inhibitors, primary screen, biochemical, absorbance, HTS. Methionine sulfoxide reductase A (Bos taurus). inhibition, % at 15.5 µM. AID 651718, 2012. 360,000 compounds, 0.75% hits. purified bovine MsrA, absorbance read-out; in the data active = inhibition above about 4.5%;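 note: 0% = vehicle wells with enzyme and 100% = reference inhibitor wells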
# FAS-TE inh – FAS thioesterase domain inhibitors, primary screen, biochemical, fluorescence intensity, uHTS; Fatty acid synthase (Homo sapiens), P49327; recombinant FAS-TE, OMFH fluorogenic substrate, fluorescence endpoint; inhibition, % at 15 µM; 360,000 compounds, 0.67% hits; AID 602261, 2012;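 active = compounds whose normalised, plate-corrected inhibition of enzyme fluorescence in the single-dose primary screen is 50% or more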;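 note: 0% = DMSO with enzyme and 100% = substrate without enzyme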
# Target sequence (P49327 whole entry, looked up, the tested form may be a part): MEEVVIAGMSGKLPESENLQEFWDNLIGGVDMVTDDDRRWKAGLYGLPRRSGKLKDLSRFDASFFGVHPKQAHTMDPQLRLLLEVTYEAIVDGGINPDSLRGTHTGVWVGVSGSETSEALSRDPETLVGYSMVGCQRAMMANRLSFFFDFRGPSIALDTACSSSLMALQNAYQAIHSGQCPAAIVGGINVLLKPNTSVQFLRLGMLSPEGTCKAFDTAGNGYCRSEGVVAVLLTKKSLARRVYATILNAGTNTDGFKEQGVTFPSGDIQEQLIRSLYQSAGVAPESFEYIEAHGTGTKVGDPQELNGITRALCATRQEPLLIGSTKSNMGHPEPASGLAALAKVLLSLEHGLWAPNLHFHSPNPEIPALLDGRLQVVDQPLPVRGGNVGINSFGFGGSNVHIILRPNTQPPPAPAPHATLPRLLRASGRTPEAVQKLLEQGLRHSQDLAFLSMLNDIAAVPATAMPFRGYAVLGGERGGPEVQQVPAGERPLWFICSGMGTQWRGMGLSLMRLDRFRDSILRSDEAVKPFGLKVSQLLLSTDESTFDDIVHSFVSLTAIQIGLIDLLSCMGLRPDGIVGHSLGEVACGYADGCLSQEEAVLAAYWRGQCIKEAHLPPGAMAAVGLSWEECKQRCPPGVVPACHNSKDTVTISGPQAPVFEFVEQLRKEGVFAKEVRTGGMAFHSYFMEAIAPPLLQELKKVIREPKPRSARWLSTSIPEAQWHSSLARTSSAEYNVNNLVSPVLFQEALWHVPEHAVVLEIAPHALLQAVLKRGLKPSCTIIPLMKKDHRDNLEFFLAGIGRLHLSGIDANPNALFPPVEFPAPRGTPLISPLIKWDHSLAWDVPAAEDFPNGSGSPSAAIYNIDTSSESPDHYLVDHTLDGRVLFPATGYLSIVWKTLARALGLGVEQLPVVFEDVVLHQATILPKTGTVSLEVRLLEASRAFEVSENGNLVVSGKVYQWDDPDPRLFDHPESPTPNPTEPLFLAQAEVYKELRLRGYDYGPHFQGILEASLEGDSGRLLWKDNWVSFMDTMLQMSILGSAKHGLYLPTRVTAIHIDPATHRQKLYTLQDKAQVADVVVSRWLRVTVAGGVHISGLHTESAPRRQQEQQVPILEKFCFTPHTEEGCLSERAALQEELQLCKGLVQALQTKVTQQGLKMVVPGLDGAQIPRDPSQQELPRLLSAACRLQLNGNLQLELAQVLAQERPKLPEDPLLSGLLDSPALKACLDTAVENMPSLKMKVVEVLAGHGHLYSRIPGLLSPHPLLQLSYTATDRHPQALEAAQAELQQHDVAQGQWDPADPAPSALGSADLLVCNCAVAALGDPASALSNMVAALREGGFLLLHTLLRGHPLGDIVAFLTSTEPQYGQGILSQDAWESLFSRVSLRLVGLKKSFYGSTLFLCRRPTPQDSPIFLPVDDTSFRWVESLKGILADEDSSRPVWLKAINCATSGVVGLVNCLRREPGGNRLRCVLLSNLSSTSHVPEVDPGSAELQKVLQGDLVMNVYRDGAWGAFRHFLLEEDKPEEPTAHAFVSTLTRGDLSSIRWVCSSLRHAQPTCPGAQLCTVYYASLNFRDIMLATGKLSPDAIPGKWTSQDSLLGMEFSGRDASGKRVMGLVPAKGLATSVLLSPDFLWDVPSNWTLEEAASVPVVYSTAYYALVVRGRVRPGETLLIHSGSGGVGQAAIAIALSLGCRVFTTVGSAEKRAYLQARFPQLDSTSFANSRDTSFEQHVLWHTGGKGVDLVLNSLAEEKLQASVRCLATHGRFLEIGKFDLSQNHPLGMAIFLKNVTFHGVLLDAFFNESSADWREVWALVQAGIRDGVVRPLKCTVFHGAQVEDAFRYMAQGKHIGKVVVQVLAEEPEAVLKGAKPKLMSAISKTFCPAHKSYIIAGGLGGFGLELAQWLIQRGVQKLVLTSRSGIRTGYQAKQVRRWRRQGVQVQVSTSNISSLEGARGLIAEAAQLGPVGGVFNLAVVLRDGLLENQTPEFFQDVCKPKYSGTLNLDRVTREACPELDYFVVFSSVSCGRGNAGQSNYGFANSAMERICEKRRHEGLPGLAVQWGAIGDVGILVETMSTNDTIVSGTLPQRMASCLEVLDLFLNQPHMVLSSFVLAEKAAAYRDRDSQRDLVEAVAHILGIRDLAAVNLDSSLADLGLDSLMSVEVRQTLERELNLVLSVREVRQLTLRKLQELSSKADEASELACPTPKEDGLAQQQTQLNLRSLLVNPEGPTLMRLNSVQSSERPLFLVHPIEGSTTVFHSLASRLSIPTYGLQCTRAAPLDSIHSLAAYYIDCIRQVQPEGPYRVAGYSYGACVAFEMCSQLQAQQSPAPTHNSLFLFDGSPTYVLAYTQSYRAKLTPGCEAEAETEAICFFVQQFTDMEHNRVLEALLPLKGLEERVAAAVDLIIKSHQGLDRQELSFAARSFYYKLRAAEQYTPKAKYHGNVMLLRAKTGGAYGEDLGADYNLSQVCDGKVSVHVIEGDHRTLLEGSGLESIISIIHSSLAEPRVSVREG
# Starred values were filed as active, the others as inactive; x = no result given. Not a hit list. Share with any hit: about 4%.
# Each structure is followed by: FAS-TE inh	bovine MsrA act	SKN-1 block	MT1-MMP act inh	PABP1 MLLE inh	E coli Lon inh	NRP1-CendR mod	MsrA inhibitor	Tb MetRS inh
[1] O=C(NNc1ncnc2ccccc12)c1cccc(Cl)c1
→ -8	-4	0	6	1	-5	4	2.1	-0.5
[2] COc1ccc(C(=O)NCCN2CCCC2)cc1OC
→ -8	-6	-6	-1	5	-10	3	0.4	-0.7
[3] COC(=O)C(Cc1ccc(O)cc1)NC(=O)c1ccc2c(c1)OCCO2 (stereo unspecified)
→ -3	-3	-23	0	-4	-7	-9	-0.4	-0.2
[4] COc1cc(OC)c(NS(=O)(=O)c2cccc(C(=O)OCC(=O)NCC3CCCO3)c2)cc1Cl (stereo unspecified)
→ 12	-2	-10	-5	-2	2	4	0.3	-0.2
[5] Cc1ccc(C2=NN(C(=O)CCC(=O)O)C(c3cn(-c4ccccc4)nc3-c3ccc(C)cc3)C2)cc1 (stereo unspecified)
→ 23	-5	14	16	-6	-1	2	-1.7	-0.6
[6] CC1(C)C(=O)Nc2ccccc2N1C(=O)COC(=O)Cn1cnc2ccccc2c1=O
→ -5	0	11	1	0	4	-9	0.4	0.6
[7] O=C(O)/C(=C\c1ccc(F)cc1)c1ccc(-c2ccccc2)cc1
→ -3	-2	-7	1	4	2	12	2.2	-0.7
[8] Cc1c(C(=O)N(C)C2CCCCC2)sc2ncnc(N3CCN(c4ccccc4)CC3)c12
→ 25	-2	25	-7	-11	0	-5	-0.3	0.2
[9] CCOC(=O)Cc1csc(NC(=S)NC(=O)c2ccc(C)cc2)n1
→ 18	-1	9	3	32	-1	5	0.9	0.5
[10] Cc1cc(C=O)c(C)n1-c1ccc(N2CCCC2)c([N+](=O)[O-])c1
→ -9	1	-5	-3	17	4	6	0.0	-0.1
[11] COC(=O)[C@@]1(C)[C@H]2C(=O)N(Cc3ccccc3)C(=O)[C@H]2[C@H]2CN=C(SCC(=O)c3ccccc3)N21
→ -4	-2	-1	5	43*	5	-10	-0.9	-0.5
[12] CNc1ncc(Cc2ccccc2)s1
→ -10	-2	9	-2	14	7	7	1.8	-0.6
[13] COc1ccc(OC)c(/C=N/NC(=O)c2nnn(-c3nonc3N)c2-c2cccs2)c1
→ 2	-5	11	0	0	-6	17	1.1	0.1
[14] O=C(CN(C(=O)c1csnn1)c1cccc2ccccc12)NCc1ccc(F)cc1
→ 1	0	6	-2	3	-5	1	-1.2	0.1
[15] Cc1cc(C(=O)CSC(C)c2nc3ccccc3c(=O)[nH]2)c(C)n1C (stereo unspecified)
→ -9	-6	17	-10	30	10	-7	-1.4	-0.5
[16] O=C(Nc1ccccc1C(=O)N1CCN(Cc2ccccc2)CC1)c1ccc(F)cc1
→ 0	-5	0	-4	3	22*	15	-0.1	-0.5
[17] CCc1cccc2c(C(=O)CN3C(=O)NC4(CCCCCC4)C3=O)c[nH]c12
→ 0	-2	8	8	-20	-1	-7	0.2	-0.3
[18] COc1ccc(F)cc1C(=O)C1CCCN(Cc2c(C)n(C)n(-c3ccccc3)c2=O)C1 (stereo unspecified)
→ -6	-2	-20	-3	5	-4	5	2.2	1.0
[19] CC(=O)ON1C(C)(C)CC(OC(=O)c2ccccc2)CC1(C)C
→ -3	-10	-17	-3	0	-5	-4	-0.4	-0.6
[20] COc1ccc(C(=O)NCC(=O)OCc2cccc(Br)c2)cc1
→ 1	0	9	4	-6	0	-1	1.7	0.0
[21] O=C(O)CSC1c2ccccc2C(=O)N1Cc1ccccc1 (stereo unspecified)
→ -1	-3	-11	1	8	-4	0	-0.1	-0.3
[22] Cc1ccc(C(=O)N2CC(=O)Nc3ccc(F)cc3C2c2ccccc2)cc1 (stereo unspecified)
→ -3	-6	-14	-9	12	-7	-3	-0.2	-1.3
[23] Cc1ccc(C)c(CSCC(=O)NCc2cccs2)c1
→ 2	-3	6	-7	-3	0	1	-0.2	-0.6
[24] Cc1ccc2oc(=O)c(/C=C(\O)c3ccco3)nc2c1
→ -7	-3	-10	1	3	-4	-9	0.4	-0.3
[25] CSCC[C@H](NC(=O)NCc1ccc(F)cc1)C(=O)O
→ -6	-1	3	-1	-9	8	13	-0.7	0.0
[26] CC(C)CN=Cc1c(O)c([N+](=O)[O-])cc2oc3c(c12)CCCC3
→ 20	-13	-1	-26	-42	-90	-14	0.9	-0.2
[27] CN(CC(=O)Nc1cccc(F)c1)C(=O)c1cccnc1Sc1ccccc1Cl
→ 0	-2	-9	2	-13	11	1	0.7	-0.4
[28] CSc1nc(-c2ccccc2F)c(C#N)c(=O)n1C
→ 4	-2	5	-5	2	-2	12	0.8	-0.7
[29] CCC(=O)c1ccc(OCC(O)Cn2nc(C)c(C(C)=O)c2C)cc1 (stereo unspecified)
→ 3	2	-4	2	-2	1	11	0.5	-0.5
[30] CCCCn1c(SCC(=O)Nc2cc(C)on2)nc2ccccc2c1=O
→ -9	0	1	-3	7	0	2	1.4	0.1

# Two records drawn at random from those above, as already listed:
# Each structure is followed by: FAS-TE inh	bovine MsrA act	SKN-1 block	MT1-MMP act inh	PABP1 MLLE inh	E coli Lon inh	NRP1-CendR mod	MsrA inhibitor	Tb MetRS inh
[21] O=C(O)CSC1c2ccccc2C(=O)N1Cc1ccccc1 (stereo unspecified)
→ -1	-3	-11	1	8	-4	0	-0.1	-0.3
[12] CNc1ncc(Cc2ccccc2)s1
→ -10	-2	9	-2	14	7	7	1.8	-0.6

# Single records, as listed above. Order of screens: FAS-TE inh	bovine MsrA act	SKN-1 block	MT1-MMP act inh	PABP1 MLLE inh	E coli Lon inh	NRP1-CendR mod	MsrA inhibitor	Tb MetRS inh
# Cc1ccc(C(=O)N2CC(=O)Nc3ccc(F)cc3C2c2ccccc2)cc1 (stereo unspecified) is listed as -3	-6	-14	-9	12	-7	-3	-0.2	-1.3
# CCCCn1c(SCC(=O)Nc2cc(C)on2)nc2ccccc2c1=O is listed as -9	0	1	-3	7	0	2	1.4	0.1
# CNc1ncc(Cc2ccccc2)s1 is listed as -10	-2	9	-2	14	7	7	1.8	-0.6
# Cc1c(C(=O)N(C)C2CCCCC2)sc2ncnc(N3CCN(c4ccccc4)CC3)c12 is listed as 25	-2	25	-7	-11	0	-5	-0.3	0.2
# COc1cc(OC)c(NS(=O)(=O)c2cccc(C(=O)OCC(=O)NCC3CCCO3)c2)cc1Cl (stereo unspecified) is listed as 12	-2	-10	-5	-2	2	4	0.3	-0.2

# The listing continues:
# Each structure is followed by: FAS-TE inh	bovine MsrA act	SKN-1 block	MT1-MMP act inh	PABP1 MLLE inh	E coli Lon inh	NRP1-CendR mod	MsrA inhibitor	Tb MetRS inh
[31] O=C(COC(=O)C1CCCCC1)Nc1ccc(S(=O)(=O)N2CCOCC2)cc1
→ 11	1	-13	5	10	6	-5	-0.6	2.2
[32] COCc1nnc(NC(=O)C2CC(=O)N(c3ccc(C)c(Cl)c3)C2)s1 (stereo unspecified)
→ 2	-2	-3	5	33	-6	-12	0.5	0.0
[33] ON(Cc1c(F)cccc1Cl)Cc1c(F)cccc1Cl
→ -2	-6	-19	2	-4	6	-10	0.2	-0.7
[34] O=C(CN1CCN(c2ccc(O)cc2)CC1)Nc1ccc(-c2ccccc2)cc1
→ 0	-3	14	-6	6	1	-7	0.0	0.2
[35] COc1cc(OC)c(C2SCCCS2)cc1OC
→ -9	-6	1	1	11	12	8	0.2	-0.3
[36] CCOC(=O)c1ccc(N2C(=O)CC(N(C)CCc3ccc(OC)c(OC)c3)C2=O)cc1 (stereo unspecified)
→ 1	-1	-8	1	8	-7	0	-1.3	-0.3
[37] Nc1nc(SCc2ccc(Br)cc2)[nH]c(=O)c1-c1ccccc1
→ -2	-8	6	-2	-10	4	2	0.2	-0.7
[38] Cc1ccc(-n2nc3c(c2NC(=O)c2ccc(S(=O)(=O)N4CCOCC4)cc2)CSC3)c(C)c1
→ 14	-4	13	3	19	0	-25	x	0.8
[39] O=C(c1sc2cc([N+](=O)[O-])ccc2c1Cl)N1CCCCC1
→ 14	-2	7	11	10	-2	-2	0.0	0.3
[40] Cn1c(-c2ccc(Cl)cc2)cnc1NCc1cc2c(cc1[N+](=O)[O-])OCO2
→ 32	-2	17	6	-2	-7	4	0.0	0.5
[41] Cc1sc2ncnc(SC(C)C(=O)N3c4ccccc4Sc4ccccc43)c2c1C (stereo unspecified)
→ 22	-2	15	-5	20	-7	14	-1.4	0.3
[42] COc1ccccc1C(=O)NNC(=O)CN1C(=O)c2ccccc2C1=O
→ -4	-6	-4	-3	11	5	13	1.0	-0.2
[43] O=C(NCCC(c1ccccc1)c1ccccc1)c1cnc2sccn2c1=O
→ 6	-1	-13	-1	-3	2	12	0.9	-0.1
[44] CC(C)(C)c1cc(C(=O)NNC(=O)Nc2ccccc2)n(Cc2ccccc2)n1
→ 9	-3	-2	0	-13	11	-2	-2.0	2.2
[45] O=C(NCc1ccccc1)C1=C[C@H](c2coc3ccccc3c2=O)C[C@H](OCCCCO)O1
→ -6	2	-2	2	7	-5	14	0.2	-0.3
[46] COc1ccc(NS(=O)(=O)c2ccc(NS(C)(=O)=O)cc2)cc1
→ -5	-1	10	7	-6	-1	-4	0.9	-0.2
[47] O=C(Nc1ccccc1Cl)c1cc(S(=O)(=O)N2CCOCC2)cs1
→ -6	0	21	3	-15	2	-3	-0.4	-0.2
[48] CCOc1ccc(/C(O)=C2/C(=O)C(=O)N(CC3CCCO3)C2c2ccc(C)o2)cc1 (stereo unspecified)
→ -6	-3	7	1	23	-2	9	0.8	-0.7
[49] CNC(=O)C1CN(C(=O)c2nn(Cc3ccccc3)c(=O)c3ccccc23)c2ccccc2O1 (stereo unspecified)
→ -5	-2	7	-8	-19	-14	0	0.5	0.1
[50] Cc1cccc(NC(=S)NC(C)CCc2ccccc2)c1 (stereo unspecified)
→ 23	-6	5	-4	-21	7	1	0.6	-0.3
[51] Nc1ccc2c(c1)Cc1cc(N)c(Br)cc1-2
→ -3	-2	1	4	-4	-19	14	-0.2	0.0
[52] CCOc1cc(N2CCOCC2)c(OCC)cc1NC(C)C(=O)N1CCC(C)CC1 (stereo unspecified)
→ -12	-1	10	2	6	-3	0	0.9	0.0
[53] C[C@@H](C(=O)Nc1ccc2c(c1)OCCO2)n1nnc2ccccc2c1=O
→ 3	-2	7	2	-11	-6	-9	0.3	0.1
[54] CCC1(CC)NC(=O)N(CC(=O)Nc2ccc(C)cc2C)C1=O
→ -6	-2	8	1	1	-5	-6	0.0	-0.3
